GAA glycogen = qHTS Assay for Inhibitors and Activators of Human alpha-Glucosidase Cleavage of Glycogen; Potency, µM (top dose mostly 76.4 µM), without a hit: top-dose activity change, negative = inhibition, most hits filed as inhibitors; AID 2100, 2009; 300,000 tested, 0.38% active; recombinant GAA, glycogen substrate, Amplex Red glucose oxidase fluorescence; Lysosomal alpha-glucosidase (Homo sapiens), P10253; active = well fitted inhibition curve with a large enough effect; inconclusive = small, poorly fitted or top-dose-only effect, or another doubt; inactive = no such curve, though single readings can be large or run the other way;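 note: 0% = full enzyme reaction and -100% = no-enzyme basal signal; the screen sought inhibitors and activators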
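Recombinant human alpha-glucosidase (4 nM final) hydrolysed bovine liver glycogen (30 ug) for 40 min at 37 C in pH 5.0 citrate/phosphate with 0.01% Tween-20. Released glucose detected by glucose oxidase/Amplex Red, Ex 573/Em 610 nm. Compounds up to 77 uM; AC50 from Hill fits.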
Numbers without * were called inactive; ? = inconclusive; [ ] = another dose, or the depositor's remark. Potency is the fitted concentration of half-maximal effect. This is a subset; the hit share may differ from the screen's.

#	GAA glycogen	molecule
1	-3%	CC(C)n1c(SCC(=O)N2CCCCC2)nc2c1c(=O)n(C)c(=O)n2C
2	12%	COc1ccc(NC(=O)CNC(=O)Cc2ccccc2)cc1
3	0%	O=C(CC(=O)c1c(F)cccc1Cl)c1ccccc1O
4	-8%	Cc1ccc(C(=O)NCCNC(=O)Cc2ccccc2)cn1
5	1%[76.3 µM]	COC(=O)c1c(NC(=O)c2ccc([N+](=O)[O-])o2)sc2c1CCN(C(C)C)C2
6	-2%	CCCc1cc(=O)oc2c(C)c(O[C@@H]3O[C@H](CO)[C@@H](O)[C@H](O)[C@H]3O)ccc12
7	-10%[76.3 µM]	Cc1ccc(N(CC(=O)NCc2ccccc2)S(=O)(=O)c2c(C)noc2C)cc1
8	10%	Cc1ccc(CCNCc2c(C(=O)O)c(C)n(-c3ccccc3)c2C)cc1
9	2%	CCNC(=O)NC(=O)CSc1nnc(-c2c[nH]c3ccccc23)o1
10	-5%[76.3 µM]	COc1ccccc1C(=O)NCC(=O)N/N=C/c1ccc2c(c1)OCO2
11	1%	COc1cc2cc[n+](Cc3ccc([N+](=O)[O-])cc3)cc2cc1OC
12	-3%	COc1cccc(-c2c(C#N)c(N)nc3c2c(C)nn3-c2ccccc2)c1O
13	-1%[76.3 µM]	Cc1ccc(CNC(=S)Nc2ccc(NS(=O)(=O)c3ccc(C)cc3)cc2)cc1
14	-11%[76.3 µM]	COc1ccc(C(=O)COC(=O)CCN2C(=O)C3C4C=CC(C5CC45)C3C2=O)cc1 (centres undefined)
15	1%	CCOc1ccc(NC(=O)N2CC(C)OC(C)C2)cc1 (centres undefined)
16	-3%	O=C(NCc1ccccc1)c1nccnc1CO
17	-4%[76.3 µM]	COc1ccc(NC(=S)N2CCN(S(=O)(=O)c3ccccc3)CC2)cc1OC
18	2%[76.3 µM]	COc1ccc(-n2c(SCC(=O)NCC3CCCO3)nc3c([nH]c4ccccc43)c2=O)cc1OC (centres undefined)
19	-1%	COc1cccc(N(CC(=O)NCc2ccccc2)C(=O)CCC(=O)Nc2nccs2)c1
20	-6%[76.3 µM]	CCc1ccc(NC(=O)CSc2nnc(CNC(=O)c3cccs3)o2)cc1
21	-11%[76.3 µM]	CCOc1ccc(N(CC(=O)NC2CCCCCC2)S(=O)(=O)c2ccccc2)cc1
22	-6%[76.3 µM]	Cc1ccc(CN2CC(C(=O)N(C)CC(=O)Nc3cccc(F)c3)CC2=O)cc1 (centres undefined)
23	7%	C/C(=N\NC(=O)c1nnn(-c2nonc2N)c1-c1ccccc1)c1ccccc1O
24	7%	COn1c(=O)c(-c2ccc(F)cc2)[n+]([O-])c2ccccc21
25	2%	COc1ccc(C(=O)NC2CCN(Cc3c(F)cccc3Cl)CC2)cc1OC
26	-3%[76.3 µM]	Cc1c(C(=O)N2CCCCC2)c(S(=O)(=O)NCc2ccc(F)cc2)c(C)n1C
27	-1%[76.3 µM]	CCC(C)N(C(=O)COC(=O)c1ccccc1SCC(=O)N1CCCC1)C1CCS(=O)(=O)C1 (centres undefined)
28	4%	O=c1c2ccccc2[nH]c(=S)n1CCCN1CCN(c2ccccc2F)CC1
29	-2%[76.3 µM]	C/C=C/C=C(/NC(=O)c1ccccc1)C(=O)Nc1ccccc1
30	3%[76.3 µM]	O=C(NCc1ccc(F)cc1)C(c1ccc(Cl)cc1)N(C(=O)c1csnn1)C1CC1 (centres undefined)

Later entries
#	GAA glycogen	molecule
31	0%[76.3 µM]	CC1(C)Cc2cccc(OCC(=O)OCC(=O)NCc3ccccc3)c2O1
32	-1%	Cc1ccccc1N(C(=O)c1ccccn1)C(C(=O)NCc1ccccc1)c1cccnc1 (centres undefined)
33	?	COc1cc(/C=N/n2c(C3CCCCC3)n[nH]c2=S)cc(Br)c1O
34	3%[76.3 µM]	CC(C)C(=O)Nc1ccccc1-c1nc2ccccc2[nH]c1=O
35	0%[76.3 µM]	Cc1cccc(-n2ncc3c2CCCC3NC(=O)CCCN2CCCCC2=O)c1C (centres undefined)
36	-1%	CC(NC(=O)CN(C)Cc1cccc(F)c1)c1ccccc1 (centres undefined)
37	2%[76.3 µM]	Cc1nc(CN(C)C(=O)CC2C(=O)NCCN2Cc2ccc(-c3ccccc3)cc2)cs1 (centres undefined)
38	-9%	O=C(O)c1ccc(S(=O)(=O)c2ccccc2C(=O)O)c([N+](=O)[O-])c1
39	6%	O=C(CN(CC1CCCO1)C(=O)CNS(=O)(=O)c1ccc(F)cc1)NCC1CCCO1 (centres undefined)
40	8%	O=C(O)c1cccc(Nc2ccncc2[N+](=O)[O-])c1
41	2%	COc1ccc(CCNC(=O)CCCc2ccccc2)cc1OC
42	-3%	COC(=O)C1Cc2c([nH]c3ccccc23)C2(CCN(Cc3ccccc3)CC2)N1 (centres undefined)
43	-2%[76.3 µM]	COc1ccc(/C=C2\N=C(C(C)(C)C)OC2=O)c(OC)c1
44	-2%	O=C1CN(CC(=O)NC2CCCc3ccccc32)CCN1 (centres undefined)
45	-7%[76.3 µM]	O=S(=O)(c1ccccc1)N1CCN=C1SCc1c(F)cccc1Cl
46	?	Cc1ccc(CN2CCN(c3cccc4[nH]ccc34)CC2)cc1
47	-2%[15.3 µM]	O=C1C2=C(C(=O)c3ccccc31)C1O[C@](CCCCN3C(=O)c4ccccc4C3=O)(Cc3ccccc31)O2
48	-12%	COc1ccc(C(=O)Nc2ccccc2)cc1S(=O)(=O)NCc1ccco1
49	-6%	CC(=O)Nc1cccc(NC(=O)CCNC(=O)c2ccccc2)c1
50	-5%	Cc1nn(-c2ccccc2)c(C)c1C(=O)OCc1ccc(C#N)cc1
51	12%[76.3 µM]	Cc1ccc(OCc2cc(C(=O)N3CCC(Oc4cccnc4)CC3)no2)cc1C
52	-2%[76.3 µM]	CC1=NN(c2ccc(C(=O)O)cc2)C(=O)CC1
53	-3%[76.3 µM]	CC(C)C[C@H](NC(=O)C1CC(=O)N(c2ccc3c(c2)OCCO3)C1)C(=O)NC1CCCC1 (some centres undefined)
54	0%[76.3 µM]	Cn1c(=O)n(C)c2cc(NS(=O)(=O)c3ccccc3)ccc21
55	-3%	O=C(CSc1nnc(NC(=O)c2ccco2)s1)Nc1ccccc1Br
56	-4%[76.3 µM]	COc1ccc(S(=O)(=O)NC2CCCCCC2)cc1C(N)=O
57	3%[76.3 µM]	O=C(CSc1nnc(CNC(=O)c2c(F)cccc2F)o1)Nc1ccc2c(c1)OCCO2
58	28µM*	CC1(C)Cc2c(cnn2-c2ccc(F)cc2)C(NC(=O)CCc2ccncc2)C1 (centres undefined)
59	-19%[76.3 µM]	COc1ccccc1N1CCN(C2CCCCC2NS(=O)(=O)c2ccccc2)CC1 (centres undefined)
60	0%	COc1ccc(-n2nc(C(=O)NCC(=O)N3CCCCC3)c3ccccc3c2=O)c(OC)c1

Next section:
#	GAA glycogen	molecule
61	2%[76.3 µM]	CCN(C(=O)CCc1nnc2ccc(NCc3ccco3)nn12)c1ccccc1
62	-6%[76.3 µM]	CSCCC(NC(=O)c1ccccc1)C(=O)NNC(=O)c1csc(N2CCOCC2)n1 (centres undefined)
63	-1%[76.3 µM]	CCCC(C(=O)NC1CCCC1)N(C(=O)Cn1nnc(-c2ccc(C)o2)n1)c1cccc(O)c1 (centres undefined)
64	-4%	CC(=O)Nc1c(-c2ccc3ccccc3c2)nc2ccccn12
65	-11%[76.3 µM]	O=C(Nc1ccc(N2CCN(C(=O)c3cccs3)CC2)cc1)c1ccc([N+](=O)[O-])o1
66	4%	COc1ccc(/C=C(/NC(=O)c2ccco2)C(=O)Nc2ccc(C(C)=O)cc2)cc1
67	-23%	O=C1C2CCCN2C(=S)N1c1ccc(Cl)cc1 (centres undefined)
68	5%[76.3 µM]	O=C(CCCOc1ccc(Cl)cc1Cl)Nc1nnc(C2CC2)s1
69	15%	c1csc(-c2nc(N3CCOCC3)c3ccccc3n2)c1
70	-16%[76.3 µM]	CCCNc1c(NC(=O)c2ccc3c(c2)OCO3)c(=O)oc2ccccc12
71	5%[76.3 µM]	COCCNC(=S)N1CCN(S(=O)(=O)c2ccc(Cl)s2)CC1
72	-8%	CCCn1c(=N)n(CC(=O)c2ccc(Cl)c(Cl)c2)c2ccccc21
73	4%	CC1(NC(=O)Nc2cccc3ccccc23)CCS(=O)(=O)C1 (centres undefined)
74	-8%	CCOC(=O)C1CCC/C1=N\NC(=O)CN(c1cc(OC)ccc1OC)S(=O)(=O)c1ccccc1 (centres undefined)
75	0%[76.3 µM]	C=CCOc1ccc(/C=C/C(=O)OCC(=O)NC2CCCCCCC2)cc1
76	-13%[76.3 µM]	Cc1ccc(S(=O)(=O)N2CCOC2CNC(=O)C(=O)NCCN2CCOCC2)cc1 (centres undefined)
77	-16%	CCC(=O)Nc1cccc(NC(=O)CSc2nc3c(c(=O)n(C)c(=O)n3C)n2C)c1
78	-1%[76.3 µM]	O=C(COc1ccc2c(-c3ccccc3)cc(=O)oc2c1)NCCCN1CCOCC1
79	-9%	COCCCN1CC(=O)N2C(c3cccc(OC)c3OC)c3[nH]c4ccccc4c3C[C@H]2C1=O (some centres undefined)
80	2%	COc1ccc(-c2cc(C(=O)Nc3cccc(O)c3)no2)cc1
81	-4%[76.3 µM]	O=c1ccc2ccc(OCCOc3cccc(Cl)c3)cc2o1
82	-16%[76.3 µM]	COc1ccc(-c2nc(CN3CCC(C(=O)NC4CCCC4)CC3)c(C)o2)cc1OC
83	6%[76.3 µM]	O=C(OCc1ccccc1)/C(=C/c1ccccc1Cl)NC(=O)c1ccco1
84	0%	Cc1cc(=O)oc2c(C)c(OC3CCCCC3=O)ccc12 (centres undefined)
85	9%[76.3 µM]	O=C(Nc1ccc(-n2cccn2)cc1)C1CCN(Cc2ccsc2)CC1
86	-1%[76.3 µM]	O=C(Cn1ccccc1=O)NCc1ccc(F)cc1
87	5%	CCn1c(C)cc(=O)cc1-c1ccc(Cl)cc1
88	1%[76.3 µM]	O=C(CN(Cc1ccccc1Cl)C(=O)c1csnn1)NCc1ccc2c(c1)OCO2
89	-9%	Cc1cc(N2CCOCC2)nc2ccc(NC(=S)NCCC(C)C)cc12
90	-3%[76.3 µM]	COCCN(C(=O)COC(=O)c1cccc2ccccc12)c1c(N)n(Cc2ccccc2)c(=O)[nH]c1=O

Additional entries follow.
#	GAA glycogen	molecule
91	-1%	O=S(=O)(c1ccc(OC(F)(F)F)cc1)N1CCC(O)(c2cccc(C(F)(F)F)c2)CC1
92	3%	NC(=O)C1CCN(C(=O)CCC(=O)c2ccc(F)cc2)CC1
93	1%	CC(=O)Nc1nc(C)c(-c2csc(Nc3cccc(C(C)=O)c3)n2)s1
94	-4%[76.3 µM]	COc1ccc(N(CC(=O)NCCc2ccc(S(N)(=O)=O)cc2)S(=O)(=O)c2c(C)noc2C)cc1
95	3%	C=C1CCC[C@]2(C)C[C@H]3OC(=O)C(CNC(C)CCCC(C)C)[C@H]3CC12 (some centres undefined)
96	10%	N#CCNC(=O)c1nn2c(C(F)(F)F)cc(-c3ccccc3)nc2c1Br
97	-1%	CC(=O)Oc1ccc(/C=C2/SC(=S)N(Cc3ccccc3)C2=O)cc1
98	5%	Cc1ccc(OC(=O)c2ccc([N+](=O)[O-])cc2Cl)cn1
99	-5%[76.3 µM]	COc1ccc(C(=O)N(C)CCCC2CCCC2)cc1OC1CCN(C(C)C)CC1
100	-3%	CC(C)CCNC(=O)c1cc2c(=O)[nH]c3ccccc3c2s1
101	-5%	O=C(Cc1ccccc1)NNC(=O)C1CC=CCC1 (centres undefined)
102	-10%[76.3 µM]	S=C(NCc1ccccc1)NCc1ccc(Cl)cc1
103	-6%[76.3 µM]	CCOC(=O)COc1coc(CN2CCN(c3ccccc3)CC2)cc1=O
104	-10%	Nc1nc(NCCc2ccccc2)nc(NCc2ccccc2)c1[N+](=O)[O-]
105	3%	O=C(NC1CCCC1)C(c1cccnc1)N(C(=O)c1ccco1)c1ccc(F)cc1 (centres undefined)
106	4%	CC(C)(C)OC(=O)NN1CC(=O)N2Cc3[nH]c4ccccc4c3C[C@H]2C1=O
107	-2%[76.3 µM]	O=C(NCc1ccc(F)cc1)C1CCCN(C(=O)NCc2ccccc2)C1 (centres undefined)
108	0%	CC1SC(c2ccc(F)cc2)N(CCc2ccccc2)C1=O (centres undefined)

Source: PubChem (National Center for Advancing Translational Sciences (NCATS))
